Compound activity deposited in PubChem by National Center for Advancing Translational Sciences (NCATS).
EPAC2 antagonist: antagonists of human EPAC2. Q8WZA2. 0.18% of 360,000 active. AID 720708. EPAC2 GEF exchange of Rap1B-BODIPY-GDP, fluorescence. Potency, µM (highest dose often 114 µM), without a hit: at the highest dose activity, negative = inhibition, usual class: inhibitors; also: potency is read from the fitted curve at half-maximal effect; % is scaled to controls: 0 for no effect and ±100 for the full control effect; nearly all actives have a fitted effect of over 45% in size; many of its hits are not listed in these tables
Target sequence (Q8WZA2 whole entry, looked up): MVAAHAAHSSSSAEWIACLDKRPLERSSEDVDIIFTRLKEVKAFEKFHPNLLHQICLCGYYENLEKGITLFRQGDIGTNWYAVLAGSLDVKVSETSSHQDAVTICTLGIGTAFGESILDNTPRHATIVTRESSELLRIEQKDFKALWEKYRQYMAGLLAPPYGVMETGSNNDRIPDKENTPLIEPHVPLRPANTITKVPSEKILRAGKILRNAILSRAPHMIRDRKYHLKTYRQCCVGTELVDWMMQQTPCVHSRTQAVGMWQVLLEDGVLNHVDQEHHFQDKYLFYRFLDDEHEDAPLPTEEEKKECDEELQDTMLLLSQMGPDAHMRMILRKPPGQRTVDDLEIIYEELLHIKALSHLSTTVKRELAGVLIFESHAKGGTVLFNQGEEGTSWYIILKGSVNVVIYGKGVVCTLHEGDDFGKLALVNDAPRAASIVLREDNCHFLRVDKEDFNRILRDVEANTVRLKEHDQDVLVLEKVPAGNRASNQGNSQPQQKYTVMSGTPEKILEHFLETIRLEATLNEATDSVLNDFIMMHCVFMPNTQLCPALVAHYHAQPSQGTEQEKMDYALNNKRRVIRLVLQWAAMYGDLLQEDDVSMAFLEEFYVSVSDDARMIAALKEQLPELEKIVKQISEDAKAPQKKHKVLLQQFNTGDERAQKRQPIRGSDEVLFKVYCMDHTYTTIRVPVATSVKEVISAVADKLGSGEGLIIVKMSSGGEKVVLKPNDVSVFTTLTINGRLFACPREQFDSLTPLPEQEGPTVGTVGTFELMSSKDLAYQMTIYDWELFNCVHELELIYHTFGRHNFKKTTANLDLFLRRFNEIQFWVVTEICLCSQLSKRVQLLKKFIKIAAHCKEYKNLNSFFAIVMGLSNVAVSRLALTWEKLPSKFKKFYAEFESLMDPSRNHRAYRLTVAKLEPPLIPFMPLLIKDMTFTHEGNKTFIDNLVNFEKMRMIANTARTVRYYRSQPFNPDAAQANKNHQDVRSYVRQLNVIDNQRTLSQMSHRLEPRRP
EPAC1 ag: activates human EPAC1 exchange factor | O95398 | EPAC1 agonist qHTS, biochemical assay; response scale: 100% = response to 6.5 mM cAMP | Potency, µM (series often up to 154 µM), without a hit: at the top dose activation, hits mostly activators | 0.073% of 360,000 active | AID 720707; also: potency is read from the fitted curve at half-maximal effect; nearly all actives have a fitted effect of over 60% in size
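Fluorescent GDP-exchange assay: 100 nM EPAC1 with 250 nM Rap1B preloaded with BODIPY-GDP and 50 uM GDP; compounds tested as concentration series, 5 min at room temperature, then read every 5 min for 30 min (ex 480/em 540 nm); normalized to 6.5 mM cAMP.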
CCT chaperon mod: changes cytosolic chaperonin activity. purified chaperonin ATPase assay, HTRF ADP detection, 30 min. activity change, % (no concentration beside the values), hits read low. 0.3% of 360,000 active. AID 651819; in the data active = activity change below about -30%; also: % is scaled to controls: 0 for no effect and ±100 for the full control effect
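Enzyme 40 or 20 nM (batch-dependent) in Tris pH 7.4/KCl/MgCl2/DTT; cpd 76 uM single point; ATP 10 uM; 30 min 37 °C; Transcreener ADP HTRF detection, 30 min RT; ratio 665/615.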
WRN helicase inh: inhibitors of human WRN helicase; Q14191; WRN helicase unwinding, fluorescent forked duplex, kinetic; Potency, µM (highest dose often 114 µM), for inactives: at the top dose activity change, negative = inhibition, most hits filed as inhibitors; 0.46% of 360,000 active; also: potency is read from the fitted curve at half-maximal effect; % is scaled to controls: 0 for no effect and ±100 for the full control effect; nearly all actives have a fitted effect of over 55% in size
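WRN at 20 nM final was preincubated with compound for 15 min at room temperature; reaction started with 100 nM forked duplex oligonucleotide carrying fluorophore and quencher plus 2 mM ATP (final). Unwinding followed kinetically by red fluorescence (ex 525/em 598 nm).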
EPAC1 antagonist: antagonists of human EPAC1 | O95398 | EPAC1 GEF assay, Rap1b-BODIPY-GDP exchange fluorescence | Potency, µM (highest dose often 115 µM), without a hit: top-dose activity change, negative = inhibition, actives largely listed as inhibitors | 0.14% of 360,000 active | AID 720709;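 also: potency is read from the fitted curve at half-maximal effect; plate controls were vehicle for no effect and positive control for full effect; nearly all actives have a fitted effect of over 50% in size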
Mm-Cpn inhibitor: blocks the Methanococcus maripaludis chaperonin Mm-Cpn; purified Mm-Cpn ATPase, ADP Transcreener TR-FRET; Potency, µM (highest dose often 76.9 µM), for inactives: at the top dose activity, negative = inhibition, usual class: inhibitors; 0.031% of 330,000 active; also: potency is read from the fitted curve at half-maximal effect; % is scaled to controls: 0 for no effect and ±100 for the full control effect; nearly all actives have a fitted effect of over 80% in size
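Quantitative HTS used 25 nM Mm-CPN and 10 uM ATP in magnesium/KCl Tris buffer, pH 7.4, with 1 mM DTT. Hydrolysis ran 30 min at 37°C; ADP was read by HTRF.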
PI5P4K alpha inh: blocks human PI5P4K alpha kinase activity. P48426. PI5P4Kalpha enzyme, ADP-Glo luminescence, 60 min; active compounds read low. max response, %. 1.2% of 330,000 active. AID 652105; active = max response of -50% or lower; inconclusive = between -30% and -50%; inactive = -30% or higher; also: value at the top dose of about 77 µM; % is scaled to controls: 0 for no effect and ±100 for the full control effect
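PI5P4Kalpha ADP-Glo assay; 5 microM ATP final; 60 min RT reaction; HEPES pH 7.4/EGTA/CHAPS, 5% DMSO; controls lacking substrate or enzyme; luminescent end-point.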
PLK1 PBD inh: PLK1 (human) polo-box domain binding inhibition; Potency, µM, for the others: max response, negative = inhibition, usual class: inhibitors; AID 720504; Plk1 PBD binding of FITC phosphopeptide, fluorescence polarization; 2.8% of 360,000 active; P53350; also: potency is read from the fitted curve at half-maximal effect; series mostly up to about 57 µM; % is scaled to controls: 0 for no effect and ±100 for the full control effect; nearly all actives have a fitted effect of over 65% in size
* marks the source's active call; other numbers are inactive results; ? = inconclusive; / = no result given; [ ] = remark or other dose. Unless noted, calls follow the shape of the dose curve; as a rule, active = well fitted curve in the direction sought with a large enough effect; inconclusive = small, poorly fitted or top-dose-only effect, or another doubt; inactive = no such curve, though single readings can be large; an effect the other way counts as inactive or inconclusive.

SMILES	EPAC2 antagonist	EPAC1 ag	CCT chaperon mod	WRN helicase inh	EPAC1 antagonist	Mm-Cpn inhibitor	PI5P4K alpha inh	PLK1 PBD inh
CCN(CC)S(=O)(=O)c1cc(NC(=O)c2ccc3c(c2)NC(=O)C(C)S3)ccc1C (stereo not given)	1.2%	-14.1%	-1.0	-3.0%[11.6 µM]	-5.8%	-0.2%	?	8.44µM*
CCc1ccc(N2C(=O)c3ccc4c5c(ccc(c35)C2=O)CC4)cc1	-0.3%	5.5%	-7.1	-5.4%	-2.1%	0.0%	-0.2	-10.4%
NS(=O)(=O)c1ccc(NCc2cnc3ccccc3n2)cc1	-7.4%	-1.5%	1.1	5.6%	-2.1%	/	1.7	1.7%
COc1ccc(NC(=O)C2CC(=O)N=C(N)S2)cc1 (stereo not given)	2.8%	-3.0%	0.3	6.4%	-7.7%	0.9%	-6.6	-1.8%
O=C(NCCCc1ccncc1)C1CCC(=O)N(Cc2cccc(C(F)(F)F)c2)C1 (stereo not given)	17.7%	-7.7%	0.2	-23.7%	-13.6%	-0.4%	-9.5	-0.5%
COc1ccc(C(=O)O/N=C(\N)c2ccccc2)c(OC)c1	1.1%	8.1%	-0.9	-2.2%	-5.7%	2.9%	-3.9	-4.6%
COc1ccc(N(CC(=O)NC2CCCC2)C(=O)c2csnn2)cc1	10.1%	-1.0%	0.2	10.1%	6.4%	-0.7%	/	-1.2%
COc1ccc(-c2cn3ccsc3n2)cc1	-2.3%	-2.3%	-1.1	3.7%[57.1 µM]	-2.0%	0.9%	-3.5	0.9%
CC(C)Oc1ccc(C(=O)NCc2cccs2)cc1	-4.3%	6.5%	-0.3	-17.6%	-2.3%	-0.4%	/	6.0%
Cc1ccsc1C(=O)OCC(=O)N1CC(C)CC(C)C1 (stereo not given)	3.6%	-5.0%	-4.1	1.2%	4.2%	3.6%	-0.8	4.4%
O=C(Cc1ccccc1)c1c[nH]c(C(=O)NC2CCCC2)c1	-9.8%	-1.7%	0.8	-1.2%	8.8%	-0.3%	-1.8	-15.5%
CCOCCCNC(=O)C1CCN(S(=O)(=O)N2CCCCC2)CC1	-9.0%	-7.2%	0.8	10.3%	-18.4%	0.1%	-2.4	-3.1%
C1CCC(NC2=NCCO2)CC1	19.9%	10.0%	-1.5	0.9%	8.6%	/	-6.4	-19.8%
CCC(C)c1ccc(NC(=O)COc2c(F)c(F)c(C(F)(F)F)c(F)c2F)cc1 (stereo not given)	-14.8%	-30.6%[inhibitor]	-1.0	-7.5%	?	-0.1%	24.5	4.2%
Cc1ccc(SCc2cc(=O)[nH]c(N3CCN(Cc4ccc5c(c4)OCO5)CC3)n2)cc1	9.1%	3.1%	-1.1	-6.5%	5.1%	-6.7%	2.6	-2.3%
CC(C)c1ccc(NC(=O)CCNC(=O)Cn2ccc3ccccc3c2=O)cc1	4.6%	1.9%	1.6	-11.0%	-19.8%	-3.0%	2.0	-1.8%
Nc1ccc(C(=O)Nc2cccc3ncccc23)cc1	1.9%	-1.8%	-0.3	-4.7%	4.5%	1.5%	-2.9	-1.5%
COc1ccc(NC(=O)CSc2nc(O)c(Cc3ccccc3)c(=O)[nH]2)cc1	-1.4%	3.2%	0.2	-10.6%	-27.5%	-0.2%	3.4	-23.1%
COc1ccnc(-n2cccc2/C=N/O)c1C#N	8.6%	10.7%	-0.2	3.2%	9.1%	0.9%	-2.8	-24.2%
COc1ccccc1CNC(=O)COc1cccc(-n2cnnn2)c1	-4.9%	3.0%	0.0	-4.9%	9.9%	0.9%	5.5	2.8%
Cc1nc(C/C(=N\Nc2ccccc2)c2ccc(O)cc2O)cs1	?	14.5%	-0.1	-10.5%	-29.2%	-2.3%	-6.1	-8.6%
Cc1cccc(OCCC(=O)OCC(=O)N2c3ccccc3NC(=O)C2(C)C)c1	3.4%	-6.5%	2.1	8.2%	1.3%	/	?	-2.7%
CCCNC(=O)c1ccc2c(c1)S(=O)(=O)c1ccccc1C2=O	12.1%	-3.7%	-3.3	7.4%	-11.6%	-1.2%	4.0	-15.0%
Cc1sccc1/C=N/NC(=O)c1cccc2ccccc12	11.7%	-1.7%	-0.8	5.0%	-9.7%	1.6%	-4.9	-3.6%
Cc1ccc(CNC(=O)CN2C(=O)NC3(CCCC3)C2=O)cc1	-3.3%	0.8%	-1.1	3.2%	4.8%	2.3%	7.4	-7.0%
CCCNC(=S)N1CC2(C)CN(C(=O)C(=O)OCC)CC(C)(C1)C2=O	7.3%	-0.6%	-0.8	5.6%	-0.8%	-5.5%	-0.5	-1.2%
O=C(O)CCn1c(-c2ccccn2)nc2ccccc21	10.9%	-7.0%	1.1	0.5%	21.7%	1.1%	0.6	3.9%
CCOC(=O)C1(CCOC)CCN(Cc2ccc3nonc3c2)CC1	-7.0%	6.9%	-1.9	-3.0%	-8.1%	1.7%	-1.6	-12.7%
CC(=O)Nc1cc(Br)ccc1O	3.0%	11.3%	0.6	2.1%	0.6%	-0.7%	-2.2	-4.2%
CCOC(=O)c1sc(NC(=S)NC(=O)C23CC4CC(CC(C4)C2)C3)cc1C	-23.6%	11.2%	1.1	-3.2%	1.1%	-3.0%	2.4	-3.6%

A portion of the results above, as a working copy:
SMILES	EPAC2 antagonist	EPAC1 ag	CCT chaperon mod	WRN helicase inh	EPAC1 antagonist	Mm-Cpn inhibitor	PI5P4K alpha inh	PLK1 PBD inh
Cc1cccc(OCCC(=O)OCC(=O)N2c3ccccc3NC(=O)C2(C)C)c1	3.4%	-6.5%	2.1	8.2%	1.3%	/	?	-2.7%
CCCNC(=O)c1ccc2c(c1)S(=O)(=O)c1ccccc1C2=O	12.1%	-3.7%	-3.3	7.4%	-11.6%	-1.2%	4.0	-15.0%
Cc1sccc1/C=N/NC(=O)c1cccc2ccccc12	11.7%	-1.7%	-0.8	5.0%	-9.7%	1.6%	-4.9	-3.6%

(list continues)
SMILES	EPAC2 antagonist	EPAC1 ag	CCT chaperon mod	WRN helicase inh	EPAC1 antagonist	Mm-Cpn inhibitor	PI5P4K alpha inh	PLK1 PBD inh
CC(C)COP(=O)(CNC(=O)CN1C(=O)c2ccccc2S1(=O)=O)OCC(C)C	5.1%	0.4%	0.7	1.8%	-14.8%	-3.6%	4.8	2.9%
CCOC(=O)C1CCN(Cc2cccc(OC)c2)CC1	-1.8%	5.9%	-1.4	5.5%	12.4%	0.1%	/	-7.3%
O=C(Nc1ccccc1)Nc1nc(-c2ccc(F)c(F)c2)cs1	-4.7%	7.1%	0.1	0.3%	-1.5%	-2.9%	3.3	-1.9%
CN(CC(=O)Nc1ccccc1Br)C(=O)c1cccn1C	16.8%	-8.1%	1.3	-11.3%	1.7%	1.2%	2.0	-7.4%
COc1ccc(C(=O)N[C@H](C(=O)NCCc2ccc3c(c2)OCCO3)C(C)C)cc1	3.4%	7.7%	-1.9	6.9%	-5.3%	-0.8%	2.1	-5.3%
O=S(=O)(NC1CCc2ccccc21)c1ccccc1 (stereo not given)	-0.5%	-7.4%	-0.4	3.3%	7.7%	/	0.0	-5.7%
O=C(NCCc1ccccc1)C(c1ccccc1F)N(C(=O)c1csnn1)C1CC1 (stereo not given)	6.2%	-1.2%	-1.2	5.0%	-10.7%	-0.8%	-7.2	-3.5%
COc1ccc(-c2noc(-c3ccccc3C(=O)NCc3ccco3)n2)cc1	15.0%	-13.2%	-0.3	-16.4%	3.7%	1.3%	6.8	-2.0%
CC1CCCN(C(=S)Nc2ccc(Nc3ccccc3)cc2)C1 (stereo not given)	-3.2%	14.3%	-1.2	-2.5%	-21.6%	-2.8%	4.0	?
Cc1cc2c(cc(C(=O)OC(C(=O)NC3CCCCC3)C(C)C)n2C)o1 (stereo not given)	-19.2%	10.0%	-0.5	-0.9%	-4.1%	0.8%	14.6	-0.8%
Cc1ccc2cc(CN(CC3CCCO3)S(=O)(=O)c3cccc4nsnc34)c(=O)[nH]c2c1 (stereo not given)	10.5%	-2.6%	3.1	9.1%	4.9%	1.4%	/	0.7%
Cn1c(N)c(C(=O)COC(=O)CN2C(=O)c3ccccc3C2=O)c(=O)n(C)c1=O	0.3%[57.1 µM]	-2.2%	1.7	-3.2%	-6.0%	0.2%	0.4	0.5%
Cc1cc(C)c(S(=O)(=O)/N=C2\C=CC(=O)C(Cl)=C2)c(C)c1	-2.2%	6.3%	-0.2	-33.7%	?	-17.5%	/	28.2µM*
CC(=O)NC(CC(=O)NC1CCCCCC1)c1ccccc1 (stereo not given)	16.1%	-5.8%	3.3	-3.1%	7.4%	1.6%	-1.0	-4.4%
CCOc1ccc(CN(C)CC(=O)NCc2ccccc2)cc1	0.0%	-4.4%	0.5	0.8%	14.2%	-0.6%	1.8	-0.3%
COc1ccc2nc(-c3ccccc3)cc(C(=O)N3CCC3)c2c1	-10.6%	-6.6%	5.5	-11.3%	-18.3%	-2.0%	-10.4	-7.7%
NS(=O)(=O)c1ccc(NC(=O)COC(=O)c2cc3ccccc3oc2=O)cc1	-7.6%	3.6%	-9.8	-8.7%	-1.1%	-4.1%	-6.8	-5.8%
CC(=O)Nc1ccc(NC(=O)Cn2nc(C(=O)Nc3ccc(C)cc3)ccc2=O)cc1	-3.5%	1.2%	-0.3	-0.8%	17.3%	-2.4%	-2.6	-1.8%
C[C@H]1COC(=O)[C@H](CC(=O)OC(C)(C)C)C/C=C\C[C@@H](CC(=O)N(CCO)Cc2ccccc2)C(=O)N1	0.6%	-19.1%	-1.4	-0.3%	4.9%	1.3%	-1.0	-0.1%
Cc1cccc(N2CCN(C(=O)CN(C)S(=O)(=O)c3ccc4c(c3)CCC(=O)N4)CC2)c1C	-5.0%	3.4%	-0.4	-2.7%	-10.3%	-22.5%	-0.2	-2.8%
COc1ccc(/C(N)=N/OC(=O)Cc2ccccc2[N+](=O)[O-])cc1	4.6%	13.7%	-0.2	-2.6%	17.9%	-1.1%	-1.9	1.7%
NC(=O)c1ccc(-n2nnnc2SCc2ccccc2)cc1	11.5%	-0.9%	-0.5	2.0%	4.0%	-1.6%	1.6	-18.9%
CN(C)CCN[C@H]1CCC2C3CC=C4C[C@@H](O)CC[C@]4(C)C3CC[C@@]21C (stereo not given in full)	10.1%	9.0%	-4.2	-6.7%	-0.8%	2.0%	-5.6	0.9%
Cc1ccc(C)c(NC(=O)CCC(=O)N/N=C/c2ccc3c(c2)OCO3)c1	1.7%	-10.7%	1.4	15.3%	0.4%	2.1%	-5.8	16.8µM*

These rows are one share of the data; rates above refer to the full screens.
